# High-throughput results as filed in PubChem.
# CHRM4 antagonist: CHRM4 antagonism in calcium assay. CHO-hM4 cells, ACh EC80, Fluo-8 calcium fluorescence. P08173. inhibition, % at 3 µM. AID 624125. 0.73% of 360,000 active;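 active means inhibition above its plate's cutoff, the mean inhibition of sample wells plus 3 SD, cut at about 27% in these data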;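 further: 0% = acetylcholine EC80 with DMSO and 100% = DMSO without agonist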
# CHO parental Ca: counter-screen for OX1R antagonists: effect in parental CHO cells. parental CHO-K1, ATP-induced calcium, Fluo-8 fluorescence. inhibition, % at 5.6 µM. 0.63% of 330,000 active;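 active means inhibition above that plate's mean sample inhibition plus 3 SD, cut at about 26% in these data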;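 further: 0% = ATP-challenged DMSO wells and 100% = DMSO wells without ATP; some compounds past the cut are filed as inactive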
#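 Assay system: parental CHO cells; Read-out basis: percent inhibition of ATP-evoked calcium rise, normalized to controls; Benchmarks: ATP and no-ATP DMSO wells; Compound dosing: single nominal dose of 5.6 µM per compound; Signal: Fluo-8 calcium dye fluorescence; Also added: ATP as calcium-mobilizing challenge; Repeats: singlicate.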
# OXTR potentiator: potentiates the human oxytocin receptor response. P30559. CHO-OTR cells, Fluo-8 calcium fluorescence, potentiator mode; 0% = oxytocin EC15, 100% = EC100. activation, % at 3 µM. 0.061% of 320,000 active. AID 2445;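 active means activation above that plate's cutoff, the mean activation of tested compounds plus 3 SD, cut at about 6.6% in these data, passing the limit was not always enough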;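 further: 100% uses oxytocin at 75 nM as the full agonist control; some results filed as inactive read as strong as hits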
# Target sequence (P30559 whole entry, looked up): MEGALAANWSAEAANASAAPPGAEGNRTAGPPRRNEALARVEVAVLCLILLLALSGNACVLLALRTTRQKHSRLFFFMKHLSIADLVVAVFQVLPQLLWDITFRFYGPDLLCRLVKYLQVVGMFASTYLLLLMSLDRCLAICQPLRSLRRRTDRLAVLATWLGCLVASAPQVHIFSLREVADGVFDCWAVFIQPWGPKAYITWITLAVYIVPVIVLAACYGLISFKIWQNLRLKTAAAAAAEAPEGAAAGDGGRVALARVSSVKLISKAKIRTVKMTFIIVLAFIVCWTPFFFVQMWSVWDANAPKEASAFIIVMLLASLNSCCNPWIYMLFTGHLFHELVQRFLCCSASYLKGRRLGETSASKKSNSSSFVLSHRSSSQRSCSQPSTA
#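 Material: human OTR in CHO cells. Compound: 3.0 µM, one dose. Timing: compound 6 min at room temperature before oxytocin, 100 s read. Evaluation: % activation of max/min ratio relative to oxytocin controls. Replication: single well per compound, singlicate. Signal: Fluo-8 calcium dye fluorescence.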
# CHRM1 antagonist: human CHRM1 antagonism; CHO-K1 hM1, Fluo-8 calcium fluorescence, ACh EC80 antagonist; 1.3% of 360,000 active; inhibition, % at 3 µM;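 active means percent inhibition above its own plate's cutoff, namely the mean of that plate's compound wells plus 3 SD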;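 further: peak over basal fluorescence ratio during 140 s after agonist addition; 0% = ACh EC80 plus DMSO and 100% = DMSO alone without agonist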
# Target sequence (P11229 whole entry, looked up): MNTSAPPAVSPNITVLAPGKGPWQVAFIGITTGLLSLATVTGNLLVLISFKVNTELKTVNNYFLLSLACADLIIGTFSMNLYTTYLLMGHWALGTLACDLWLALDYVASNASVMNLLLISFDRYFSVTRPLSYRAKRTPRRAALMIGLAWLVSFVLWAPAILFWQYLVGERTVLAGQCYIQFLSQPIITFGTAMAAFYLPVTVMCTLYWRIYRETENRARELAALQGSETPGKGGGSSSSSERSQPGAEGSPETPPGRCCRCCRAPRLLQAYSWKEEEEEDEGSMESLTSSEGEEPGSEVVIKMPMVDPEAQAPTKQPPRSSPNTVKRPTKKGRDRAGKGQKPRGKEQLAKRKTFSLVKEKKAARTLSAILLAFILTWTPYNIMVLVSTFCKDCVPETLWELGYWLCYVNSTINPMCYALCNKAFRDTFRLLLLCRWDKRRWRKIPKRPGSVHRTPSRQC
# M1 ag parental: counter-screen for M1 agonists: effect in parental CHO-K1 cells. Fluo-8 calcium fluorescence; scaled to maximal ATP response, vehicle zero. activation, % at 3 µM. 0.48% of 360,000 active. AID 602248; in the data active means activation above about 15%;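 further: untransfected CHO-K1 host cells lacking M1 receptor as counterscreen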
# CHRM1 PAM: potentiates human M1 receptor response to acetylcholine | P11229 | CHO-K1 hM1, Fluo-8 calcium fluorescence, ACh EC20; 0% = ACh EC20, 100% = maximal ACh | activation, % at 3 µM | 0.088% of 360,000 active | AID 588819; in the data active means activation above about 19%, passing the limit was not always enough
# CHO-K1 Ca antag: M1 antagonist counterscreen hit in parental CHO-K1 cells; inhibition, % at 3 µM; ATP-induced calcium, Fluo-8 fluorescence; 0.6% of 360,000 active; AID 602250;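 active means inhibition above a per-plate cutoff, the plate's mean sample inhibition plus 3 SD, cut at about 24% in these data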;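 further: 0% = DMSO plus EC80 ATP and 100% = DMSO alone without ATP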
# CHRM1 agonist: agonists of human M1 muscarinic receptor | CHO-K1 hM1, Fluo-8 calcium fluorescence, agonist mode; 0% DMSO, 100% acetylcholine EC100 | activation, % at 3 µM | 0.33% of 360,000 active | AID 588814;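 active means activation above the run's mean compound activation plus 3 SD, cut at about 16% in these data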;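 further: peak over basal fluorescence ratio within a 140 s kinetic read after compound addition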
# CHRM4 agonist: agonists of human muscarinic M4 receptor (CHRM4). P08173. CHO-K1 hM4/Gqi5, Fluo-8 calcium fluorescence; vehicle 0%, full acetylcholine response 100%. activation, % at 3 µM. 0.14% of 360,000 active;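 active means activation above the run mean over all test wells plus 3 SD, cut at about 32% in these data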;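 further: peak over basal fluorescence ratio per well then scaled between controls; 0% = DMSO wells and 100% = acetylcholine at EC100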
# Active calls of the source: *; x = not tested or not shown. This is a random part of the collection; 2.9% or so of the library scored in one or more.
# Sample of the layout, 2 compounds:
SMILES,CHRM4 antagonist,CHO parental Ca,OXTR potentiator,CHRM1 antagonist,M1 ag parental,CHRM1 PAM,CHO-K1 Ca antag,CHRM1 agonist,CHRM4 agonist
COc1cc(OC)cc(C(=O)Nc2cccnc2)c1,-2,-6,-1,-8,-0.1,12,-3,-6,2
CCOc1ccccc1Oc1c(C)oc2cc(OC(=O)N3CCOCC3)ccc2c1=O,-13,2,4,-10,0.8,9,2,-3,1

# Main list, from the start:
SMILES,CHRM4 antagonist,CHO parental Ca,OXTR potentiator,CHRM1 antagonist,M1 ag parental,CHRM1 PAM,CHO-K1 Ca antag,CHRM1 agonist,CHRM4 agonist
COc1cc(OC)cc(C(=O)Nc2cccnc2)c1,-2,-6,-1,-8,-0.1,12,-3,-6,2
CCOc1ccccc1Oc1c(C)oc2cc(OC(=O)N3CCOCC3)ccc2c1=O,-13,2,4,-10,0.8,9,2,-3,1
O=C(CC12CC3CC(CC(C3)C1)C2)NC(=S)NCc1ccccc1,-10,-6,1,-2,-0.3,2,-2,-4,0
O=C(O)CC1=C(O)C(=O)N(c2ccccc2)C1c1ccc(Br)cc1 (stereo not drawn),-8,-17,8,-12,0.0,11,-11,-2,0
CC1Cc2ccccc2N1C(=S)NC(=O)c1cccc(Br)c1 (stereo not drawn),-19,-8,-4,-3,4.7,2,-4,-5,5
Cc1cc(C)n2c3c(c(C#N)c2n1)CCCC3,-1,1,-9,-28,-0.1,5,-5,-2,1
COc1ccc(C(=O)COC(=O)C(CCSC)NC(=O)COc2ccccc2)c(OC)c1 (stereo not drawn),3,1,-15,-14,2.6,3,4,-3,5
NC(=O)C1CCN(C(=O)CCSc2ccccc2)CC1,-1,-11,-6,-6,0.1,3,0,-2,0
COc1ccc2[nH]c3c(c2c1)CCN1C(=O)N([C@@H](C)C(=O)NCC2CCCO2)C(=O)[C@]31C (stereo partly drawn),-11,-9,-3,2,0.0,5,3,1,1
CCOC(=O)c1csc(NC(=O)CSc2nnc(C3CC3)n2C)n1,7,-8,-12,-7,0.1,13,3,-3,0
CCN1/C(=C/c2ccc3cc(C)ccc3[n+]2CC)Sc2ccc3sccc3c21,-5,48*,-4,18,1.8,-1,-4,-2,1
O=C(/C=C/Nc1cccc([N+](=O)[O-])c1)c1ccco1,1,-8,1,11,0.0,17,-9,11,2
COc1ccc(-c2cc(NC=O)c3ncc(-c4cccc(C(=O)N(C)C)c4)n3c2)cn1,2,x,x,-17,1.6,6,10,-4,3
CCC(C)NC(=O)Cn1cnc2sc(C)c(S(=O)(=O)N3CCN(c4ncccn4)CC3)c2c1=O (stereo not drawn),-4,-9,-18,3,1.9,0,-4,-6,2
O=C(NC1CCCC1)c1cc(-c2ccccc2)on1,14,-10,-8,0,3.5,1,-3,-4,3
O=C(CN1CCCc2ccccc21)NC(=O)NCc1ccco1,5,-13,-1,2,1.4,0,1,-4,0
O=C(OCC(=O)c1ccc[nH]1)c1ccc(S(=O)(=O)C(F)F)cc1,-17,x,x,-4,1.5,-1,-10,-3,3
Cn1c(=O)cc(OCC(=O)N2CCCc3ccccc32)c2ccccc21,-1,-18,-4,0,2.3,1,-8,0,2
O=C(NC1CCCCC1)C(c1ccncc1)N(C(=O)c1csnn1)c1ccc(F)cc1 (stereo not drawn),-5,-7,-6,-7,0.2,12,0,-3,1
CSCCC(NC(N)=O)C(=O)Nc1cccc(C#N)c1 (stereo not drawn),2,-6,-5,1,-0.5,5,6,-9,1
COc1ccc(N(C(=O)c2cccnc2)S(=O)(=O)c2ccc3c(c2)n(C)c(=O)n3C)cc1,7,-16,-19,-5,1.7,6,-12,-3,3
Cc1ccc(S(=O)(=O)NCc2ccc(C(=O)N3CCN(c4ccccc4)CC3)cc2)cc1,-14,-20,-8,-6,4.4,4,-16,-2,7
CCOc1cc2[nH]c(=O)n(Cc3ccccc3)c(=O)c2cc1OCC,4,-8,-1,9,-0.3,-1,26*,-4,0
Cc1ccc(O)c(-c2cc(C(F)(F)C(F)F)nc(-c3ccccc3)n2)c1,-3,-9,-1,-5,-0.2,5,-6,0,0

# Next part, overlapping the part above by 2 compounds.
SMILES,CHRM4 antagonist,CHO parental Ca,OXTR potentiator,CHRM1 antagonist,M1 ag parental,CHRM1 PAM,CHO-K1 Ca antag,CHRM1 agonist,CHRM4 agonist
CCOc1cc2[nH]c(=O)n(Cc3ccccc3)c(=O)c2cc1OCC,4,-8,-1,9,-0.3,-1,26*,-4,0
Cc1ccc(O)c(-c2cc(C(F)(F)C(F)F)nc(-c3ccccc3)n2)c1,-3,-9,-1,-5,-0.2,5,-6,0,0
Cc1ccc(NC(=O)C(C)N2CCN(C)CC2)cc1S(=O)(=O)N1CCOCC1 (stereo not drawn),-13,0,-4,-8,-0.1,-5,-6,-6,0
COc1cc(CN2CCC(Cc3ccccc3)CC2)cc(OC)c1OC,3,x,x,23,0.0,-17,4,-9,1
CCN(CC)S(=O)(=O)c1ccc(NC2CCN(Cc3ccccc3)CC2)nc1,22,2,-9,4,1.3,-4,-13,-12,1
CCN(CC(=O)Nc1ccc(NC(C)=O)cc1)C(=O)c1cccc(N2C(=O)c3ccccc3C2=O)c1,2,x,x,-7,0.4,12,-18,-5,1
COc1cc(OC)cc(C(=O)Nc2cccc(NC(=O)c3cccs3)c2)c1,-13,x,x,20,3.7,-12,-6,-2,12
O=C(Nc1cccc(Cl)c1)Nc1nnc(-c2ccncc2)s1,17,6,-9,25,11,-10,33*,4,15
Cc1ccc(S(=O)(=O)N2CCN(C(=O)c3cc4c(s3)CCCC4)CC2)c(C)c1,4,-23,-1,-4,0.4,9,-8,-2,-1
CCCCN(CC)CCCNC(=O)c1cc2cc3ccc(OC)cc3nc2o1,-10,-25,-5,-26,0.4,3,1,-6,0
CCNC(=S)N/N=C/c1ccc(OCc2ccc(C(=O)OC)cc2)cc1,-8,-12,0,-9,0.5,5,-10,0,0
O=C1NCCN(Cc2cccc(Oc3ccccc3)c2)C1CC(=O)N1CCCCO1 (stereo not drawn),4,-5,1,-11,0.5,11,-7,-5,2
CCOc1ccc(NC(=O)CC(C)S(=O)(=O)c2ccc3c(c2)NC(=O)CO3)cc1 (stereo not drawn),7,-9,-1,8,0.4,-3,-12,-2,1
Cc1onc(-c2ccccc2)c1NC(=O)Nc1ccc(OC(F)F)cc1,2,-25,-9,1,25*,-3,10,-1,7
Cc1ccc(CCN2C(=O)CCC2(C)C(=O)NCc2cccnc2)cc1 (stereo not drawn),-12,-7,2,-1,-0.3,5,3,-3,0
CC(C)OCCCNC(=O)Cc1ccc(Br)cc1,-2,-4,2,2,3.8,0,-10,-1,10
O=C(CCCCCCC(=O)c1ccccc1)c1ccccc1,0,-25,-8,-4,2.4,8,-17,0,4
COc1ccc(OC)c(NC(=O)c2ccc3c(c2)CCN3S(C)(=O)=O)c1,1,-7,0,-23,0.7,15,-3,0,2
CCOc1ccc(-c2nnc3ccc(SCC(=O)Nc4cc(C)on4)nn23)cc1,2,-5,-5,-6,1.9,6,0,-3,1
COc1ccc(C#Cc2c(C=O)n(C)c3ccccc23)cc1,-6,-31,-6,3,0.1,5,3,-3,1
COc1ccc(C(=O)C(C)N(C(=O)c2ccc(Cl)cc2Cl)N2C(=O)C3C4C=CC(C4)C3C2=O)cc1 (stereo not drawn),-8,-20,-1,0,1.1,0,-12,-5,3
COc1cc2c(c(OC)c1OC)C(c1ccc(O)cc1)CC(=O)O2 (stereo not drawn),-5,0,x,1,0.8,2,-7,-1,0
COc1ccccc1-c1cc(-c2ccc(O)cc2)nc(N)c1C#N,-15,2,-21,-1,2.8,1,-19,2,7
Cn1ncc2c(N3CCOCC3)ncnc21,3,-5,-8,-9,0.3,2,-12,-1,3
Nc1ccccc1C(=O)C[C@H](N)C(=O)O,0,x,x,-16,0.0,1,2,-1,0
S=C(Nc1cccnc1)NC1CCCCCCC1,-8,1,-4,-2,1.7,1,0,-4,1

# Three of the compounds above, field by field:
CCOc1ccc(-c2nnc3ccc(SCC(=O)Nc4cc(C)on4)nn23)cc1
  CHRM4 antagonist = 2; CHO parental Ca = -5; OXTR potentiator = -5; CHRM1 antagonist = -6; M1 ag parental = 1.9; CHRM1 PAM = 6; CHO-K1 Ca antag = 0; CHRM1 agonist = -3; CHRM4 agonist = 1
COc1ccc(C#Cc2c(C=O)n(C)c3ccccc23)cc1
  CHRM4 antagonist = -6; CHO parental Ca = -31; OXTR potentiator = -6; CHRM1 antagonist = 3; M1 ag parental = 0.1; CHRM1 PAM = 5; CHO-K1 Ca antag = 3; CHRM1 agonist = -3; CHRM4 agonist = 1
COc1ccc(C(=O)C(C)N(C(=O)c2ccc(Cl)cc2Cl)N2C(=O)C3C4C=CC(C4)C3C2=O)cc1 (stereo not drawn)
  CHRM4 antagonist = -8; CHO parental Ca = -20; OXTR potentiator = -1; CHRM1 antagonist = 0; M1 ag parental = 1.1; CHRM1 PAM = 0; CHO-K1 Ca antag = -12; CHRM1 agonist = -5; CHRM4 agonist = 3

# Next section
SMILES,CHRM4 antagonist,CHO parental Ca,OXTR potentiator,CHRM1 antagonist,M1 ag parental,CHRM1 PAM,CHO-K1 Ca antag,CHRM1 agonist,CHRM4 agonist
Cn1c(SCc2nc3ccccc3[nH]2)nnc1-c1cnccn1,0,-4,-6,13,0.1,-4,-3,-1,2
CCOC(=O)C1=C(O)C(=O)NC(c2ccccc2)=C(OC2CCCCC2)C1,-8,-1,-6,-16,-0.4,7,3,-8,0
COc1ccc(N(Cc2cc3ccc(C)cc3[nH]c2=O)C(C)=O)cc1,4,-9,-19,-15,1.5,2,18,3,4
CCOC(=O)c1ccc(CNC(=O)c2n[nH]c(=O)c3ccccc23)o1,-4,-15,-4,8,1.4,-5,-18,-9,4
CN(C)C(=O)CSc1nnc([C@H](Cc2c[nH]c3ccccc23)NC(=O)OC(C)(C)C)o1,9,-8,-5,-6,1.7,16,0,-2,3
COc1cnn(Cc2ccccc2)c(=O)c1SCc1ccccc1,-6,-6,-11,-13,0.1,7,-7,-6,0
C1=CC2(C=C1)OC21CCC2(C=CC3(C2)OC3C2CCCCC2)CC1 (stereo not drawn),-7,x,x,-15,0.4,7,-1,-1,2
CCOC(=O)C1CCN(CCC(=O)Nc2ccccc2)CC1,16,-10,-3,-5,0.1,4,-10,-5,0
O=C(CN(C(=O)c1ccc2c(c1)OCCO2)c1ccccc1)NCC1CCCO1 (stereo not drawn),6,1,-14,-24,-0.2,2,2,-3,0
